Bioassay records: PubChem, National Center for Advancing Translational Sciences (NCATS)
LDHA block: blocks human lactate dehydrogenase A; AID 1347041; 0.15% of 480,000 active; activity change, % (values are at about 110 or 230 µM); purified LDHA, NADH/diaphorase-resazurin fluorescence; stronger effect = lower value; P00338; in the data active means activity change below about -30%; inconclusive means mostly about -25% to -30%;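 further: plate controls were DMSO wells for no effect and wells without enzyme for full effect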
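Enzyme activity of human lactate dehydrogenase 5 (2 nM; 0.06 mM NADH, 0.2 mM pyruvate, 5 min, RT) is measured via a resazurin/diaphorase fluorescence readout of residual NADH.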
APE1 inh: APE1 (human) endonuclease inhibition | P27695 | recombinant APE1, TAMRA/BHQ-2 abasic DNA cleavage fluorescence | Potency, µM (doses to about 65.8 µM), without a hit: at the highest dose activity change, negative = inhibition, usual class: inhibitors | 0.35% of 350,000 active | AID 2517;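 further: potency means the concentration at half of the fitted maximal effect; plate controls were vehicle for no effect and reference inhibitor for full effect; nearly all actives have a fitted effect of over 55% in size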
Target sequence (P27695 whole entry, looked up): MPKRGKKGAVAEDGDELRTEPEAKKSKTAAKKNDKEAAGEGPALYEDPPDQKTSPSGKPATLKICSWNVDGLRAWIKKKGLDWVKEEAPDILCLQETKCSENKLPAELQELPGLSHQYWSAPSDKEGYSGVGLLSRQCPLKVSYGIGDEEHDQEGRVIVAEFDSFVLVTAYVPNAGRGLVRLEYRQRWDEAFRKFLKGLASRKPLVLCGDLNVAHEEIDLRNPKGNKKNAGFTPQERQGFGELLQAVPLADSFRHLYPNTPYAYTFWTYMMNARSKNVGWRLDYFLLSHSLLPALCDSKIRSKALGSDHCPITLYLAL
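Substrate: short duplex with […] THF abasic site, 5'-TAMRA and 3'-BHQ-2, 50 nM final. APE1 at 0.75 nM, preincubated 15 min RT with compound. Fluorescence increase from first to third read measured activity.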
POLB inh: blocks human DNA polymerase beta activity; P06746; Pol beta primer extension/strand displacement, fluorescence kinetic; Potency, µM (highest dose often 114 µM), inactives show top-dose activity change, negative = inhibition, actives largely listed as inhibitors; 1.3% of 340,000 active; further: potency means the concentration at half of the fitted maximal effect; on the % scale 0 is the no-effect control and ±100 the full control effect
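Curves were derived by four-parameter Hill fits of normalized qHTS data. The kinetic fluorescent primer-extension read was taken at 0 and 10 min after 50 nM substrate, following a 15 min room-temperature preincubation of 10 nM enzyme with compounds.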
RGS4 inh: human RGS4 inhibition; Potency, µM (doses to about 114 µM), without a hit: at the highest dose activity change, negative = inhibition, hits mostly inhibitors; P49798; AID 504845; Transcreener GDP fluorescence polarization, RGS4-accelerated GTP hydrolysis; 0.039% of 390,000 active; further: potency means the concentration at half of the fitted maximal effect; on the % scale 0 is the no-effect control and ±100 the full control effect; nearly all actives have a fitted effect of over 75% in size; some results filed as inactive show a strong effect at the top dose
Target sequence (P49798 whole entry, looked up): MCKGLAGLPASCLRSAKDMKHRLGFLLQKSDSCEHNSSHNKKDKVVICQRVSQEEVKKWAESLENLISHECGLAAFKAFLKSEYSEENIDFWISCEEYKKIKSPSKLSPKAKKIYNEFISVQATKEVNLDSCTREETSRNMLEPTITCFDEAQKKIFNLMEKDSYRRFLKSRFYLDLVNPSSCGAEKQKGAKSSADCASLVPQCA
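MLSMR compounds (23 nl, pin-transferred) preincubated 10 min at room temperature with a 500nM (2x) first reagent, then RGS4 at 900nM (2x) plus Transcreener GDP mix added; fluorescence polarization (620/688 nm) read before and after 90 min at 30 °C.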
ERG Ets-DNA blk: inhibitors of human ERG Ets domain-DNA interaction | AID 624246 | 0.028% of 370,000 active | P11308 | fluorescence polarization, His-ERG Ets domain / labelled DNA | Potency, µM (series often up to 76.9 µM), for the others: at the highest dose FP activity, negative = inhibition, hits mostly inhibitors; active means well fitted inhibition curve with a large enough effect in the polarisation, with a control signal flat; inconclusive means small, poorly fitted or top-dose-only effect, or effect the other way, or a change in a side signal; inactive means no such curve, though single readings can be large or run the other way; the % refers to the polarisation;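 further: polarization taken with two DNA probes labelled with fluorescein and Texas red; potency means the concentration at half of the fitted maximal effect; % of control where 0% means no effect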
Target sequence (P11308 whole entry, looked up, the tested form may be a part): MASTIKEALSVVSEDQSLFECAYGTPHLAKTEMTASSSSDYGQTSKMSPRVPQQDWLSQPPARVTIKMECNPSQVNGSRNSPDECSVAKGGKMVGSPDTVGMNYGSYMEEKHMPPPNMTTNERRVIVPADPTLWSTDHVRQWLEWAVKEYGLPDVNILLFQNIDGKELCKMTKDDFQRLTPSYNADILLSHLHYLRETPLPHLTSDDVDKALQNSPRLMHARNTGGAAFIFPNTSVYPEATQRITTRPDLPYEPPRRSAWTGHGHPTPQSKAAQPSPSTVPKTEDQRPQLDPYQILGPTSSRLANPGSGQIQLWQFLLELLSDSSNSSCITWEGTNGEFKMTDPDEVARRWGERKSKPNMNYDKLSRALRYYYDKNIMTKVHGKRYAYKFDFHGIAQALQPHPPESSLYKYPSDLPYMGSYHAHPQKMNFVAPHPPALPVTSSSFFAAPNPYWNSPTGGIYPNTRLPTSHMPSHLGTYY
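His-tagged ERG Ets domain (1 uM in the protein solution; 300mM KCl, 50mM Tris-HCl, 1mM EDTA, 1mM DTT, pH 7.5) received compound, then a probe mix of 5 nM fluorescein-DNA and 100nM Texas-615-DNA. Fluorescence polarization was read for both dyes.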
Apoferritin bind: binds horse apoferritin like a general anesthetic. Potency, µM (series often up to 77.5 µM), inactives show at the top dose activity change, negative = displacement, hits mostly inhibitors. apoferritin/1-aminoanthracene competitive binding, fluorescence. 0.074% of 350,000 active. P02791; further: potency means the concentration at half of the fitted maximal effect; on the % scale 0 is the no-effect control and ±100 the full control effect; nearly all actives have a fitted effect of over 20% in size
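In PBS, apoferritin at 10 uM is loaded with 1-AMA from a 50% saturated solution. After 10 min of compound exposure at ambient temperature, reduced 535 nm fluorescence indicates probe displacement.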
Pol eta inh: blocks human DNA polymerase eta activity; Q9Y253; recombinant Pol eta, fluorescent DNA replication assay; Potency, µM (series often up to 114 µM), inactives show at the top dose activity change, negative = inhibition, actives largely listed as inhibitors; 1.2% of 390,000 active; AID 588591; further: potency means the concentration at half of the fitted maximal effect; on the % scale 0 is the no-effect control and ±100 the full control effect
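Pol eta at 10 nM preincubated with compounds 15 min at room temperature; reaction started with fluorescent substrate (50 nM final) and read kinetically at 0 and 10 min.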
POLK inh: DNA polymerase kappa (human) inhibition. Potency, µM (top dose mostly 107 µM), without a hit: at the highest dose activity, negative = inhibition, most hits filed as inhibitors. 0.53% of 400,000 active. Q9UBT6. purified Pol kappa, fluorescent DNA synthesis assay, 10 min; further: potency means the concentration at half of the fitted maximal effect; on the % scale 0 is the no-effect control and ±100 the full control effect
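10 nM Pol kappa preincubated 15 min at room temperature with compounds, then reaction started with substrate at 50 nM final. Fluorescence read kinetically at 0 and 10 min; buffer-only wells served as negative control.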
ALOX12 inh: ALOX12 (human) lipoxygenase inhibition; purified 12hLO, xylenol orange hydroperoxide absorbance; P18054; 1.1% of 580,000 active; Potency, µM (titrated, usually from 108 µM), for the others: at the highest dose activity change, negative = inhibition, actives largely listed as inhibitors; AID 1671190; further: potency means the concentration at half of the fitted maximal effect; on the % scale 0 is the no-effect control and ±100 the full control effect
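Purified human 12hLO (150 nM final) in 25 mM Hepes, 0.01% Triton X-100, pH 7.0 was preincubated 15 min at room temperature with compound. Then 40 uM arachidonic acid was added, 30 min. Hydroperoxide was read by Fe-XO absorbance ratio 573/405 nm.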
Numbers without * were called inactive; ? = inconclusive; . = not tested or not shown; & = joins results of further samples; [ ] = another dose, or the depositor's remark. Unless noted, the call rests on the fitted dose curve; in most records, active means well fitted curve in the direction sought with a large enough effect; inconclusive means small, poorly fitted or top-dose-only effect, or another doubt; inactive means no such curve, though single readings can be large; an effect the other way counts as inactive or inconclusive.

SMILES | LDHA block | APE1 inh | POLB inh | RGS4 inh | ERG Ets-DNA blk | Apoferritin bind | Pol eta inh | POLK inh | ALOX12 inh
CCN(c1ccccc1)S(=O)(=O)c1cc(C(=O)Nc2ccccc2Cl)ccc1F | 1 | 9% | -14% | 22% | 8% | -7% | -21% | -13% | 16%
Cc1cccc2cc3c(NC(=O)C(C)(C)C)nn(CC(C)C)c3nc12 | 0 | 10% | 14% | -26% | 9% | 4% | ? | -8% | ?
O=C(NNC(=O)c1cc(S(=O)(=O)N2CCOCC2)c(Cl)cc1Cl)c1ccccc1F | 2 | -11% | . | 14% | 2% | . | 1% | -6% | 24%
O=C(OCc1nnc(-c2ccccc2)o1)c1ccc(S(=O)(=O)NCc2ccco2)cc1 | -7 | ? | 3.5µM* | -32% | -3% | -11% | 22µM* | ? | -33%
Cn1ncc([N+](=O)[O-])c1C(=O)Nc1ccc(-c2ccccc2)cc1 | 0 | 6% | 10% | -5% | -16% | -13% | -18% | 12% | 57%[activator]
COc1ccc(NC(=O)CN(C)C(=O)c2cc(-c3ccccc3)nc3ccccc23)cc1 | -9 | -12% | . | 53% | -5% | . | -14% | -9% | ?
Cc1cc(C)c(C(=O)/C=C/c2ccc3c(c2)OCO3)c(=O)[nH]1 | 2 | -10% | 4% | -17% | -1% | -5% | -15% | 3% | -8%
CC1(C)C(=O)C2(CCCCC2)C(=O)OC1C(=O)c1ccccc1 (stereo not given) | -4 | 2% | 31% | 15% | 4% | -17% | ? | -14% | -16%
CN(C)CCCN(C(=O)c1ccco1)c1nc(-c2ccc(Cl)cc2)cs1 | -9 | -2% | 4% | -3% | 1% | ? | -7% | -9% | ?
COCCn1c(SCC(=O)Nc2sc(C)c(C)c2C#N)nnc1C(C)C | 3 | 1% | -1% | 3% | -4% | -10% | 6% | 2% | 0%
O=C(CCCc1ccccc1)Nc1ccc2c(c1)OCCO2 | -13 | -2% | 7% | -8% | 4% | -21% | 10% | -1% | ?
COc1ccc(-c2nc3scc(CCNS(=O)(=O)c4ccccc4F)n3n2)cc1 | -2 | . | 9% | -1% | 4% | -6% | -24% | -6%[60.1 µM] | -26%
Cc1ccc(NC(=O)c2ccccc2-c2ccccc2C(=O)O)cc1 | -2 | 2% | 55% | -1% | -2% | -6% | -21% | -17% | -4%
N#CCSc1nc2c(cc1C#N)CCCCCC2 | -6 | 0% | 17% | -7% | 6% | 8% | -3% | -13% | -27%
CCN(Cc1ccccc1)S(=O)(=O)c1ccc(F)c(C(=O)Nc2cc(C)ccc2OC)c1 | -3 | . | -13% | 27% | 5% | 0% | -18% | -12%[60.1 µM] | -17%
Cc1ccc(OCc2csc(N)n2)cc1 | -5 | 7% | 14% | 12% | -3% | -24% | 2% | 3% | 42%[activator]
C/C(=C\C(=O)c1cccnc1)Nc1ccc(C)c(C)c1 | 0 | -1% | 17% | -7% | . | -16% | 8% | -10% | -8%
CC1(C)SC(=S)N(/N=C/c2cccnc2)C1N(O)C(=O)Nc1ccccc1 (stereo not given) | -1 | 4% | 6% | -2% | 9% | -19% | -12% | 5% | 0%
CCOc1cc(-n2cnnn2)c(OCC)cc1NC(=O)c1cnccn1 | 0 | -4% | ? | 10% | . | -12% | -7% | -3%[60.1 µM] | 2%
COc1cc(-c2nnc(SCC(=O)Oc3ccccc3Cl)o2)cc(OC)c1OC | 3 | . | 6% | -5% | 9% | -9% | -35% | 3% | 0%
COc1ccc(CCC(=O)NCCc2csc(-c3cccc(C)c3)n2)cc1 | -2 | . | 10% | -11% | -2% | -6% | -3% | -5%[60.1 µM] | -9%
Cc1n(N)c2ccccc2[n+]1CC(=O)c1ccccc1 | -9 | 4% | -24% | -4% | 6% | -9% | -9% | -16% | 3%
CCC[C@@H]1CCCO[C@@](C(=O)NCc2ccc(S(C)(=O)=O)cc2)(C(F)(F)F)C1 | 0 | 1% | . | 10%&-11% | 8% | -7% | -9% | 15%&-10% | -10%
COc1ccc(CCNC(=O)CNCC2CCCCC2)cc1OC | -19 | 51%[activator] | -1% | 5% | -4% | -2% | -11% | -1% | ?

Reformatted with values under each structure: part of the list above
Values in the order – LDHA block, APE1 inh, POLB inh, RGS4 inh, ERG Ets-DNA blk, Apoferritin bind, Pol eta inh, POLK inh, ALOX12 inh
> CC1(C)SC(=S)N(/N=C/c2cccnc2)C1N(O)C(=O)Nc1ccccc1 (stereo not given)
 : -1, 4%, 6%, -2%, 9%, -19%, -12%, 5%, 0%
> CCOc1cc(-n2cnnn2)c(OCC)cc1NC(=O)c1cnccn1
 : 0, -4%, ?, 10%, ., -12%, -7%, -3%[60.1 µM], 2%

Other results
SMILES | LDHA block | APE1 inh | POLB inh | RGS4 inh | ERG Ets-DNA blk | Apoferritin bind | Pol eta inh | POLK inh | ALOX12 inh
O=C(NC1CCCC1)C(c1cccnc1)N(C(=O)c1csnn1)c1ccccc1 (stereo not given) | -3 | -16% | -24% | 6% | 10% | -11% | 1% | -10% | 23%
CCCS(=O)(=O)c1cscc1NC(=O)c1c(-c2c(F)cccc2Cl)noc1C | 2 | -6% | 1% | -5% | 10% | -15% | -14% | -16% | 0%
Cc1ccc(S(=O)(=O)N2CCN(C(=O)c3ccco3)CC2)cc1 | -2 | 11% | 0% | -44% | -5% | 0% | -14% | -1% | 1%
COc1ccccc1C(=O)Nc1ccc(S(=O)(=O)N2CCN(C)CC2)cc1 | 1 | . | . | 23% | 10% | . | -11% | -3% | ?
CC(C)CCOc1ccc(C2(C)NC(=O)NC2=O)cc1 (stereo not given) | -5 | 26% | -12% | 2% | -3% | ? | -27% | -14% | 5%
O=C(Nc1cc2c3c(c1)CC(=O)N3CCC2)C1CCCCC1 | -3 | -9% | . | -28% | 2% | . | -16% | -3% | 0%
O=c1c2cccc3c2c(nn1CN1CCOCC1)-c1ccccc1-3 | -1 | ? | 12% | -11% | 1% | -3% | 7% | -11% | .
COC(=O)CCC(=O)N1CN2CN(C(=O)CCC(=O)OC)CC([N+](=O)[O-])(C2)C1 | -5 | -4% | 1% | 5% | -2% | 7% | -11% | -10% | -13%
COc1ccc(N(C(=O)CNC(=O)c2cccs2)C(C(=O)NCC2CCCO2)c2ccccc2)cc1 (stereo not given) | 0 | 4% | -13% | 5% | -9%[15.4 µM] | -12% | -18% | -7% | -54%
CC(=O)c1cccc(NC(=O)COC(=O)c2ccccc2C)c1 | -4 | -13% | -14% | -7% | 10% | -1% | -19% | -7% | -20%
C=CCC(O)(CC=C)CNC(=O)C1CCC(=O)N(CCCc2ccccc2)C1 (stereo not given) | -1 | 3% | 26% | -22% | -16% | -9% | -11% | 4% | 1%
COc1ccc2[nH]cc(CCNC(=O)c3ccco3)c2c1 | -14 | -10% | . | 5% | 12% | . | 3% | -21% | 4%

Three compounds out of the list above, sorted by the number in Apoferritin bind, descending.
SMILES | Apoferritin bind
CC(=O)c1cccc(NC(=O)COC(=O)c2ccccc2C)c1 | -1%
C=CCC(O)(CC=C)CNC(=O)C1CCC(=O)N(CCCc2ccccc2)C1 (stereo not given) | -9%
COc1ccc(N(C(=O)CNC(=O)c2cccs2)C(C(=O)NCC2CCCO2)c2ccccc2)cc1 (stereo not given) | -12%

Quoted from the listing:
`Cc1ccc(S(=O)(=O)N2CCN(C(=O)c3ccco3)CC2)cc1` – LDHA block = -2
`C=CCC(O)(CC=C)CNC(=O)C1CCC(=O)N(CCCc2ccccc2)C1` (stereo not given) – ERG Ets-DNA blk = -16%
`COc1ccccc1C(=O)Nc1ccc(S(=O)(=O)N2CCN(C)CC2)cc1` – RGS4 inh = 23%

(continued)
SMILES | LDHA block | APE1 inh | POLB inh | RGS4 inh | ERG Ets-DNA blk | Apoferritin bind | Pol eta inh | POLK inh | ALOX12 inh
CC1=NN(c2ccccc2)C(=O)/C1=C/C=C/C=C/N(C)C | 21 | -6% | ? | -26% | 71%[activator] | ? | -25% | ? | ?
CC(OC(=O)c1nsc(Cl)c1Cl)C(=O)NCCc1ccccc1 (stereo not given) | -10 | -1% | 33% | -14% | 5% | -10% | ? | 5% | -12%
Cc1ccc(C2=CC(c3c(F)cccc3Cl)n3ncnc3N2)cc1C (stereo not given) | -1 | . | -3% | -11% | -7% | 216%[activator] | -14% | -19%[60.1 µM] | -26%
COc1ccc(C(=O)N=c2sc3cc(Cl)ccc3n2C)cc1 | -6 | . | 29% | -7% | 5% | -4% | -9% | -14% | -20%
COc1ccc(CCNc2nc(C)cc(C)c2C#N)cc1OC | 0 | -2% | -11% | 9% | -5% | -3% | -14% | 8% | 0%
Cc1cc(C)c(NC(=O)CN(C)C(C)C(=O)N2CCc3ccccc32)c(C)c1 (stereo not given) | -3 | -11% | . | 6% | -8% | . | -18% | -13% | 11%
CCOc1ccc(-n2c(C)nc3cc(C(=O)NCc4ccco4)ccc32)cc1 | 0 | 15% | 13% | -23%[11.4 µM] | 2% | -12% | -17% | -4% | -13%

Pol eta inh: entries above that show a hit.
smiles,LDHA block,APE1 inh,RGS4 inh,ERG Ets-DNA blk,Apoferritin bind,Pol eta inh,POLK inh,ALOX12 inh
O=C(OCc1nnc(-c2ccccc2)o1)c1ccc(S(=O)(=O)NCc2ccco2)cc1,-7,?,-32%,-3%,-11%,22µM*,?,-33%

This is a subset; count on the stated rates, not on these rows.
